DAX1 inh-1: NR0B1 (DAX1) inhibition. P51843. HEK293 Gal4-DAX1 luciferase reporter, luminescence. inhibition, % at 6.75 µM. hit rate 0.99% among 340,000. AID 504766;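 active = inhibition above the mean over all tested compounds plus 3 SD, cut at about 4.2% in these data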;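 note: 0% = DAX1-transfected cells with DMSO and 100% = empty-vector control cells with DMSO; inhibition shows as a rise in luminescence from relieved DAX1 repression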
PLCg1 inh: inhibitors of human phospholipase C gamma1. inhibition, % at 12.2 µM. P19174. hit rate 0.84% among 370,000. purified PLC-gamma1, fluorogenic substrate, fluorescence. AID 720700; in the data active = inhibition above about 9.5%
ADAM10 inh: inhibits human ADAM10 | O14672 | recombinant ADAM10, EDANS/DABCYL FRET peptide cleavage, 3 h | inhibition, % at 7 µM | hit rate 0.62% among 370,000 | AID 720582;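 active = inhibition above a per-campaign cutoff equal to the mean of compounds falling between control-based bounds plus 3 SD, cut at about 20% in these data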;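 note: 0% = DMSO wells while the 100% control is not disclosed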
ssDAF-12 act: activates DAF-12 receptor from parasite S. stercoralis; HEK293 ssDAF-12/GRIP1 lit1-tk-luc reporter, luminescence; % of 3 µM dafachronic acid response; activation, % at 6.8 µM; hit rate 1% among 370,000;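 active = activation above the mean over all tested compounds plus 3 SD, cut at about 0.9% in these data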;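 note: 0% = DMSO-only wells and 100% = 3 µM delta7-dafachronic acid wells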
hgDAF-12 ag: agonists of H. glycines DAF-12 nuclear receptor; HEK293 GAL4-hgDAF12 UAS-luciferase reporter, agonist luminescence; normalized to butyrate control; activation, % at 6.8 µM; hit rate 1.8% among 370,000; AID 687014;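 active = activation above a cutoff set at the mean of all screened compounds plus 3 SD, cut at about 10% in these data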;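 note: 0% = DMSO wells and 100% = sodium butyrate wells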
HGIII-sPLA2 inh: Inhibits HGIII-sPLA2 liposome hydrolysis, primary screen; QFRET BODIPY PC-A2 liposome hydrolysis, fluorescence; inhibition, % at 12.2 µM; hit rate 0.56% among 370,000; AID 743126;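 active = inhibition above mean plus 3 SD of compounds lying within the high and low control bounds, cut at about 19% in these data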;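 note: 0% = median of test compound wells and 100% = no enzyme DMSO wells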
GAA850 FXN act: activators of GAA850 frataxin (FXN) promoter. hit rate 0.56% among 360,000. HEK293 lucGAA850 FXN promoter luciferase reporter, 24 h; percent of 10 µM SAHA response. activation, % at 6 µM;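 active = activation above the average of all compounds screened plus 3 SD, cutoff fixed separately per campaign, cut at about 7.5% in these data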;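 note: 0% = DMSO wells and 100% = 10 µM SAHA wells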
DAX1 inh-2: inhibitors of DAX1 repression of SF-1 activated StAR promoter. hit rate 1.1% among 370,000. HEK293T StAR-luciferase reporter, SF-1/DAX-1 repression relief. inhibition, % at 6.8 µM. AID 652010;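 active = inhibition above the mean over all tested compounds plus 3 SD, cut at about 3.6% in these data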;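 note: 0% = DAX-1 cells with DMSO and 100% = cells lacking DAX-1 with DMSO; higher inhibition means more luminescence from relief of DAX-1 repression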
PLCb3 inh: blocks human PLC-beta3 enzyme activity | AID 720704 | inhibition, % at 12.2 µM | Q01970 | hit rate 0.18% among 370,000 | Purified PLC-beta3, fluorogenic substrate, fluorescence; in the data active = inhibition above about 11%;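 note: 0% = median of compound wells on plate and 100% = full blocker control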
Target sequence (Q01970 whole entry, looked up): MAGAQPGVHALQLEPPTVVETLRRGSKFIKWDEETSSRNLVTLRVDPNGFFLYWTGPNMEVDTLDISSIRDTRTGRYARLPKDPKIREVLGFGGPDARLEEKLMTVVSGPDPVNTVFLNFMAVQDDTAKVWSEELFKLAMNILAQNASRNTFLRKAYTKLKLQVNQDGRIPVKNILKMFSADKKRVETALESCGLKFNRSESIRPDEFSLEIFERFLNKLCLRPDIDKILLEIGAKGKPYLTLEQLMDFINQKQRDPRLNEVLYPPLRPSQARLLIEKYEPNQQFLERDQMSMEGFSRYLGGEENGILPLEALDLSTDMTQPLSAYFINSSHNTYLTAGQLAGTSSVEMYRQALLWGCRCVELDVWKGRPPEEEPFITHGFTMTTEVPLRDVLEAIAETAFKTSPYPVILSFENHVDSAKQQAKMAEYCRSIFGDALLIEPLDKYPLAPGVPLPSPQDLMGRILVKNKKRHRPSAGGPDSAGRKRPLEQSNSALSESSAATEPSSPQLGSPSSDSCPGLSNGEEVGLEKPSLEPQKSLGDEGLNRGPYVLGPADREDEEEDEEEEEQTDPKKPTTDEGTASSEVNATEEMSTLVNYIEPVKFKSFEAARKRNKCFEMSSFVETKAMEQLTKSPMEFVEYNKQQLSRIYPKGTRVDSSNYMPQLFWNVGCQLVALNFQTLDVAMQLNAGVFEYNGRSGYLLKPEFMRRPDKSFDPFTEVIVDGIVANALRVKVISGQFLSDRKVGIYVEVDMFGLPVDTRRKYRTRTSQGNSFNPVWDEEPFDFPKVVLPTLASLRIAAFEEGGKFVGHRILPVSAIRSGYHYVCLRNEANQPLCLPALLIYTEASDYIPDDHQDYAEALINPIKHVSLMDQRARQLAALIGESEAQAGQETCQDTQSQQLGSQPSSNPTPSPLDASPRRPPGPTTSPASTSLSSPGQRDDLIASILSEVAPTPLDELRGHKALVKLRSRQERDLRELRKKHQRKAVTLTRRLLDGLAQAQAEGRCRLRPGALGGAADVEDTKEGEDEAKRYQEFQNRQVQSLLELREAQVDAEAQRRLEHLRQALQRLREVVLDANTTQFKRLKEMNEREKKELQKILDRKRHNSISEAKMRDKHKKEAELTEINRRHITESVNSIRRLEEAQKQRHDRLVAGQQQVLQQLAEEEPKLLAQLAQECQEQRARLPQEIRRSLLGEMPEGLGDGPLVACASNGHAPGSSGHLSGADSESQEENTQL
hcDAF-12 act: H. contortus DAF-12 activation, primary screen; AID 652067; HEK293 hcDAF-12 lit1-tk-luc reporter, luminescence; 0% DMSO, 100% Δ7-dafachronic acid; activation, % at 6.8 µM; hit rate 1.4% among 370,000;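 active = activation above the mean of all tested compounds plus 3 SD, cut at about 5.5% in these data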;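 note: 100% = response to 3 µM Δ7-dafachronic acid high control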
ADAM17 inh: inhibitors of human ADAM17; P78536; inhibition, % at 6.95 µM; hit rate 0.83% among 370,000; recombinant ADAM17, EDANS/DABCYL FRET peptide cleavage; AID 720648;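 active = inhibition above the mean of compounds lying between control limits plus 3 SD, set per campaign, cut at about 8.5% in these data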;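 note: 0% = DMSO-only wells as the low control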
* hit, by the source's call; nt = no result given.

SMILES	DAX1 inh-1	PLCg1 inh	ADAM10 inh	ssDAF-12 act	hgDAF-12 ag	HGIII-sPLA2 inh	GAA850 FXN act	DAX1 inh-2	PLCb3 inh	hcDAF-12 act	ADAM17 inh
CCCc1cc(=O)[nH]c(SCC(=O)Nc2nc3ccc(OCC)cc3s2)n1	2.0	-1	1	-0.7	3.6	-12	3.4	1.2	-2	0.1	1
c1ccc(-c2cc(-c3ccccc3)[nH]n2)cc1	5.2*	4	8	2.3*	12*	-10	10*	2.4	-2	12*	2
CNS(=O)(=O)c1cc(NC(=O)c2cnc(SC)n2-c2ccccc2)ccc1C	-1.2	-3	5	-1.1	-2.3	-11	-4.6	-0.1	3	-1.6	-3
CC(=O)NC(c1ccccc1)c1nc(-c2cccc(C(F)(F)F)c2)cs1 (centres undefined)	nt	7	-4	-1.4	-1.7	-4	3.5	0.4	3	-2.2	-4
COCCNC(=O)C[C@@H]1C[C@H]2c3cc(NC(=O)Nc4ccc(F)cc4)ccc3O[C@H]2[C@H](CO)O1	1.5	0	-10	-0.7	1.7	3	-2.4	0.5	0	0.0	-5
O=C(NCCCN1CCCCC1)C1(S(=O)(=O)c2ccc(Cl)cc2)CC1	0.6	3	-9	-1.2	1.1	0	1.6	-0.3	0	-0.9	-1
C[n+]1ccn(CC(=O)c2cc(C(C)(C)C)c(O)c(C(C)(C)C)c2)c1	0.4	0	2	-1.1	-1.1	-34	0.8	-0.2	-4	-2.0	-2
Cc1cc(C)n(-c2ccc(C(=O)Nc3nnc(C)s3)cc2)n1	0.6	2	0	-0.1	1.3	-3	1.4	0.5	-1	-2.2	-4
CCCn1c(N)c(N(CCOC)C(=O)/C=C/c2cccc(Cl)c2)c(=O)[nH]c1=O	1.4	-2	0	-1.1	-0.2	-2	1.1	0.1	1	-0.8	2
COCCNC(=O)C1CC(=O)N(C2CCCCC2)C1 (centres undefined)	0.5	-1	-5	-1.5	1.0	-3	-1.3	0.6	0	0.6	-3
Cc1cc(OCC(=O)NCc2ccccn2)c2c(C)c(C)c(=O)oc2c1	-0.6	-88	-228	-1.0	0.5	5	0.5	-0.8	-131	-1.1	-64
Cn1c(-c2ccc3c(c2)OCO3)cc(=O)c2ccccc21	1.4	-322	-316	-1.4	-0.2	1	-0.1	0.0	-385	0.1	-72
CCCCCn1c(=N)c(S(=O)(=O)c2ccc(Br)cc2)cc2c(=O)n3cccc(C)c3nc21	0.2	-4	-8	-0.9	-0.6	7	0.1	-0.1	-15	-1.1	-1
Cc1cc(-c2ccccc2)nc(=O)[nH]1	-1.1	-6	-10	-0.7	2.5	4	-0.2	0.2	-4	-0.7	-6
CC(C)N(C)c1ncnc2c1ncn2[C@H]1CN(Cc2cccnc2)C[C@@H](CO)O1	nt	-17	-33	8.1*	-0.9	2	0.0	-0.5	-20	-1.1	-9
Cc1ccc(-c2csc(NC(=O)CSC3=NCCS3)n2)cc1	-0.1	0	12	-1.1	8.2	-14	2.3	-0.2	2	-0.5	3
CCOC(=O)c1ccc(NC(=O)N2CCOCC2)cc1	0.0	3	14	-1.0	7.2	1	3.6	1.3	3	2.0	-3
Cc1ccc(NC(=O)CN2CCCCCC2)cc1[N+](=O)[O-]	0.0	0	-1	-1.6	5.3	0	3.3	0.7	-5	-1.2	-7
CCOC(=O)N1CCN(S(=O)(=O)c2ccc(C(=O)Nc3sc4c(c3C(=O)OC)CCN(C)C4)cc2)CC1	0.4	-117	-6	-1.1	-0.2	-19	-1.5	-0.6	-168	-0.7	2
CC1CCN(C(c2ccc(N(C)C)cc2)c2nnnn2Cc2ccccc2)CC1 (centres undefined)	1.6	-2	10	-1.0	0.5	8	1.2	0.0	-12	2.7	8
CN(Cc1c(F)cccc1Cl)C(=O)c1cc2ccccc2o1	2.5	-3	-4	-0.9	0.1	-10	1.3	0.6	-4	-0.6	1
COCCCNc1nc2nonc2nc1N1CCN(Cc2cccc(C)c2)CC1	-0.7	-1	-14	-2.3	-0.2	-5	-9.5	0.0	0	-1.0	-6
COc1ccc(N(Cc2ccccc2)S(=O)(=O)c2cccc(C(=O)O)c2)cc1	0.5	8	2	-1.1	-1.3	-3	2.5	0.2	-5	1.0	-1
COc1ccc(NC(=O)[C@@H]2CCCN2C(=O)[C@@H]2Cc3ccccc3CN2C(=O)OC(C)(C)C)cc1	0.6	2	2	0.0	-2.6	-5	-2.3	-0.1	-11	-1.0	-2
O=C(/C=C/Nc1ccccc1)c1cnc(-c2ccccc2)s1	-0.6	9	-1	-1.5	0.9	1	-2.0	0.1	-8	0.9	-2
COc1ccc(NC(=O)C2CC(c3cccc(Br)c3)=NO2)cc1OC (centres undefined)	-0.6	-1	5	0.2	-3.1	-7	1.3	-0.3	-2	0.1	0
O=c1c(Cl)c(NCCO)cnn1-c1cccc(Cl)c1	0.7	0	-4	-0.8	0.2	6	2.3	0.3	-1	-0.7	-5
CCCS(=O)(=O)N1CCCC(C(=O)Oc2ccc(C)c(C)c2)C1 (centres undefined)	0.6	5	5	-1.1	-1.5	0	0.9	0.8	0	-1.1	2
COc1ccccc1N1C(=O)c2ccc(C(=O)Nc3cccc(C(C)=O)c3)cc2C1=O	0.1	1	9	-1.0	1.1	1	2.1	0.0	-1	1.3	1
CCCOc1ccccc1OCC(=O)Nc1ccc(S(=O)(=O)N2CCCCC2)cc1	-0.7	-1	-2	-1.5	1.2	-13	1.8	-2.9	-7	-1.7	4
CCCNC(=O)c1cc2c(C(F)(F)F)nn(C)c2s1	-0.2	13*	3	-1.0	-1.8	1	2.1	-0.9	1	-1.7	1
Cc1ccc(-c2cc(C(=O)N3CCOCC3)c3cc(C)ccc3n2)cc1	0.4	-14	-112	-0.9	2.2	2	0.4	-0.6	-28	-1.4	-45
CCOC(=S)SCc1cn2ccc(C)cc2n1	-0.9	-15	-12	-0.4	0.9	-10	2.0	-0.4	-13	0.7	-4
CCC(=O)c1ccc(OCC(=O)N(CC)CC(=O)Nc2ccccc2OC)cc1	-0.5	-1	-4	-1.3	1.5	1	0.8	-1.5	-7	-1.1	0
O=C(NNC(=O)c1ccc(-c2ccccc2)cc1)c1ccccc1	-0.5	1	1	-0.1	5.0	-10	1.5	-0.2	3	3.0	0
COCCn1nnnc1CN1CCC(Cc2ccccc2)CC1	-0.2	8	9	-1.3	-1.4	5	0.7	0.2	10	-2.1	5
COc1ccc(NC(=O)CN(C)S(=O)(=O)c2cccs2)cc1	0.5	5	-1	-0.7	3.3	7	2.1	1.0	4	1.3	-5
COc1ccc(NC(=O)c2ccccn2)cc1OC	4.4*	-2	2	-0.2	12*	8	6.0	1.1	-3	2.5	-4
CCOc1ccc(-c2cc(C(=O)Nc3ccc4c(c3)OCCO4)c3ccccc3n2)cc1	-0.4	-19	-16	-0.8	-0.4	-3	-2.7	-0.5	-20	0.7	-9
Cc1ccc(S(=O)(=O)N2C[C@H]3C(=O)C[C@@H](c4ccc(Cl)cc4)N(S(=O)(=O)c4ccccc4C)[C@H]3C[C@H]2c2ccc(Cl)cc2)cc1	-0.3	0	-12	-0.8	-2.2	-2	-2.6	-0.5	-2	-0.3	3
O=C(CNCC1CCCO1)N1CCCCCC1 (centres undefined)	-0.1	1	-1	-0.7	-0.9	0	-2.1	0.0	2	1.6	-2
CCCCN(CCCNC(=O)Cn1ncc2ccsc2c1=O)Cc1ccccc1	-0.8	-1	0	-0.8	3.6	-5	3.2	0.2	2	-1.8	1
COC(=O)c1ccc2c(=O)n(Cc3ccco3)c(SCC(=O)Nc3cc(C)on3)nc2c1	1.2	-4	-25	-1.0	6.1	16	2.5	-0.3	-13	-0.4	-13
CCOCCCNC(=O)C(NC(=O)Cc1cccs1)c1ccc(Cl)cc1 (centres undefined)	0.1	3	-6	-1.3	-1.4	1	-0.1	-0.7	-4	1.8	-4
CCc1cccc(NC2c3ccccc3C(=O)N2c2cccnc2)c1 (centres undefined)	-0.7	-1	0	-1.4	-2.0	-7	-1.6	0.3	0	0.3	-1
CCN(CC)S(=O)(=O)c1cccc(C(=O)Oc2cccnc2)c1	-1.1	-4	-5	-1.3	0.1	-1	1.4	-0.7	-3	0.0	-4
CC(C)CC(=O)NC(=S)Nc1ccc(N2CCOCC2)c(Cl)c1	-0.5	4	5	-1.5	-0.9	6	-1.1	-0.4	4	-3.0	4
O=C(NC1CCCC1)C(c1ccccc1)N(Cc1ccccc1)C(=O)c1csnn1 (centres undefined)	0.0	4	2	-1.3	2.3	-6	-0.9	0.0	0	1.0	0
CCOC(=O)N1CCC(Nc2c(N3CCN(c4cc(Cl)ccc4C)CC3)c(=O)c2=O)CC1	0.1	1	-5	-1.4	-4.8	-24	-2.8	-1.9	0	-3.9	-3
CSc1ncnc2c1ncn2CCCN(C)Cc1ccco1	0.1	3	-2	-0.8	0.3	6	-1.0	0.9	2	-1.2	-1
Later entries
SMILES	DAX1 inh-1	PLCg1 inh	ADAM10 inh	ssDAF-12 act	hgDAF-12 ag	HGIII-sPLA2 inh	GAA850 FXN act	DAX1 inh-2	PLCb3 inh	hcDAF-12 act	ADAM17 inh
CCOC(=O)C1C(c2ccc(C(=O)O)cc2)NC(=O)NC1(O)C(F)(F)F (centres undefined)	-0.5	-1	-6	-1.2	0.6	3	1.8	0.7	-6	0.4	-5
COc1ccc(OC)c(S(=O)(=O)N2CCC3(CC2)OCCN3S(=O)(=O)c2ccccc2)c1	0.1	5	-6	-0.8	0.8	-4	1.6	0.1	-6	-0.8	-1
COc1ccc(-c2ccc(SCC(=O)NCc3ccc4c(c3)OCO4)nn2)cc1OC	-1.2	-6	-5	-1.5	-0.3	3	0.5	-0.8	-9	-2.1	-4
COc1ccc(CCNC(=O)Cc2ccc(NS(=O)(=O)c3ccc(F)cc3)cc2)cc1OC	-0.1	1	-11	-1.3	-2.5	2	1.1	0.0	-5	-1.6	4
O=C(Nc1ccccc1)N1N=C(c2cccs2)CC1c1cccs1 (centres undefined)	-0.8	-43	-52	-1.7	-0.2	2	3.4	-0.9	-44	0.0	-19
CC(C)=CCc1c(C)nc2ccccc2c1C(=O)O	1.0	-3	-3	-0.6	-1.7	-3	1.6	-0.1	-1	-0.5	-4
CCOc1ccccc1CNC(=O)C1CCC(=O)N1C(C)C (centres undefined)	0.1	-3	-3	-1.4	-2.2	9	-0.1	0.1	-3	0.8	-6
Cn1nc(C(F)(F)F)c(-c2ccccc2)c1NC(=O)c1nccnc1C(=O)O	1.3	1	3	-1.3	3.3	2	-0.4	0.0	-8	-0.2	-3
CCn1c(O)c(N=NC(=O)CNC(=O)/C=C/c2ccccc2)c2ccccc21	-0.8	2	4	-1.2	3.8	4	1.2	-0.2	-14	0.1	0
C[C@@H](C(=O)Nc1ccc2ccccc2c1)[C@@H]1C[C@@]1(C)[C@@H](NC(=O)c1cccnc1)c1ccccc1	-1.4	-5	3	-1.3	-1.2	-31	-1.8	-0.3	-10	2.1	1
